hERG WT inh = blocks the wildtype human KCNH2 potassium channel. Q12809. U2OS, BacMam KCNH2, thallium flux FluxOr; stronger effect = lower value. activity change, % at 1.84 µM. 0.37% of 340,000 active. AID 720551;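 active = maximum activity change below -70%; inconclusive = maximum activity change between -70% and -50%; inactive = maximum activity change above -50%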; also: % is scaled to controls: 0 for no effect and ±100 for the full control effect
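U2OS cells transduced with wild-type KCNH2 virus are loaded with FluxOr dye for 45 min, and thallium flux is measured in kinetic reads before and after stimulation buffer. Rate constants are normalized to DMSO controls.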
USP2a block = inhibitors of human ubiquitin-specific protease USP2a; USP2 core, Ub-CHOP2 coupled fluorogenic reporter, 485/531; O75604; 0.01% of 330,000 active; Potency, µM (titrated, usually from 38.3 µM), for the others: at the top dose activity change, negative = inhibition, hits mostly inhibitors; AID 463254;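 also: potency is read from the fitted curve at half-maximal effect; plate controls were DMSO wells for no effect and full inhibition by NEM control for full effect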
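Cell-free coupled assay: 10nM USP2 core preincubated 30min RT with compound in Tris-HCl pH 8.0/CaCl2/CHAPS buffer, then 25nM Ub-CHOP2 and 25nM reporter substrate; fluorescence (Ex 485/Em 531) read after 60min RT, normalized to NEM inhibition, concentration-response curves fitted.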
PKM2 activator = increases activity of human pyruvate kinase M2. P14618. purified PKM2, Kinase-Glo ATP luminescence, activation; response scale: 0% is enzyme alone, no compound. Potency, µM (doses to about 57.5 µM), for inactives: at the top dose activation, actives largely listed as activators. 0.34% of 260,000 active; also: potency is read from the fitted curve at half-maximal effect; % is scaled to controls: 0 for no effect and ±100 for the full control effect; nearly all actives have a fitted effect of over 55% in size
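Kinase-Glo luminescence reports ATP generated from ADP (0.1 mM) and PEP (0.5 mM) by purified hPK-M2 after 1 h at room temperature, pH 7.2 imidazole buffer; intermediate enzyme activity allows detecting inhibitors and activators.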
Eya2 phos inh = blocks the phosphatase activity of human Eya2; O00167; recombinant Eya2, OMFP fluorescence dephosphorylation (OMFP is methylfluorescein phosphate); Potency, µM (doses to about 76.9 µM), without a hit: at the highest dose activity, negative = inhibition, usual class: inhibitors; 0.006% of 330,000 active; also: potency is read from the fitted curve at half-maximal effect; % is scaled to controls: 0 for no effect and ±100 for the full control effect
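Eya2 (0.2 uM) preincubated 10 min at ambient with compound, then OMFP substrate added at 50 uM; 10 min reaction in 50 mM HEPES pH 7.5, 50 mM NaCl, 5 uM MgCl2, 0.05% BSA, 1 mM DTT. Fluorescence read at Ex 485/Em 525 nm.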
Mito fusion act = blocks mitochondrial division or promotes mitochondrial fusion. S. cerevisiae fusion-defective mutant growth rescue, CellTiterGlo 48 h. Potency, µM (top dose mostly 46.1 µM), for the others: at the highest dose growth rescue (activation), actives largely listed as activators. 0.23% of 320,000 active. AID 485298;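 also: potency is read from the fitted curve at half-maximal effect; % of control where 0% means no effect; nearly all actives have a fitted effect of over 45% in size; temperature-sensitive fusion mutants such as fzo1-1 at 37 °C on non-fermentable ethanol glycerol medium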
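Compounds are tested for their ability to restore growth of mitochondrial fusion-defective yeast strains at non-permissive 37C in YPEG medium over 48 hours. Viability is quantified by luciferase luminescence.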
ASM inhibitor = blocks human secretory acid sphingomyelinase | P17405 | placental ASM, HMU-PC fluorogenic substrate, 60 min | Potency, µM (titrated, usually from 57.5 µM), without a hit: at the highest dose activity change, negative = inhibition, hits mostly inhibitors | 0.006% of 340,000 active | AID 504937; also: potency is read from the fitted curve at half-maximal effect
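qHTS format. ASM enzyme prepared from human placenta hydrolyses the fluorogenic substrate HMU-PC0 (9 uM final) over 60 min at 37 °C after a 10 min compound preincubation.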
TSHR antagonist = blocks TSH signaling through the human TSH receptor. TSHR-expressing cells, TSH-stimulated cAMP HTRF, 2 h; stronger effect = lower value. activity change, negative = inhibition, % at 11.5 µM. 0.2% of 330,000 active. AID 504810;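 active = activity change below a set negative limit, meaning inhibition stronger than a set level, cut at about -70% in these data; inconclusive = activity change between two set negative limits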; also: % is scaled to controls: 0 for no effect and ±100 for the full control effect
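Read-out is FRET at 665 nm (cryptate excitation 337 nm) from a cryptate-tagged anti-cAMP antibody, competed by cell cAMP against cAMP-d2. Compounds are tested on freshly harvested TSHR cells challenged with 4nM TSH (EC80) for 2 hours at 37 deg C.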
Chronic BCR inh = inhibitors of chronic active B-cell receptor signaling. Potency, µM (highest dose often 46.1 µM), without a hit: top-dose ratio change, negative = lower green/red ratio, most hits filed as inhibitors. 0.05% of 340,000 active. ABC-DLBCL IkBa-CBG/CBR reporter, luminescence ratio, 4 h; active = well fitted inhibition curve with a large enough effect in the signal ratio, with a control signal flat, not every such curve was filed as active; inconclusive = small, poorly fitted or top-dose-only effect, or effect the other way, or a change in a side signal; the % refers to the signal ratio;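 also: potency is read from the fitted curve at half-maximal effect; plate controls were basal doxycycline-induced cells for no effect and cells given 10 µM MG132 for full effect; MG132 reads +100%, hits lower the ratio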
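Doxycycline induced both beetle luciferases in TMD8 lymphoma cells; IKK-driven degradation limits the IkappaBalpha-fused green signal, while red luminescence normalises for cell number and nonspecific effects. Compounds tested up to 46 uM, 4 hrs.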
Menin MLL FP TR = inhibitors of human menin-MLL interaction, mutant MLL peptide; O00255; Potency, µM (titrated, usually from 61.6 µM), inactives show top-dose FP activity change, negative = inhibition, most hits filed as inhibitors; Menin + Texas Red MLL mutant peptide, fluorescence polarization; 0.23% of 270,000 active; active = well fitted inhibition curve with a large enough effect in the polarisation, with a control signal flat, not every such curve was filed as active; inconclusive = small, poorly fitted or top-dose-only effect, or effect the other way, or a change in a side signal; inactive = no such curve, though single readings can be large or run the other way; the % refers to the polarisation; also: potency is read from the fitted curve at half-maximal effect; % of control where 0% means no effect; many of its hits are not listed in these tables
Target sequence (O00255 whole entry, looked up): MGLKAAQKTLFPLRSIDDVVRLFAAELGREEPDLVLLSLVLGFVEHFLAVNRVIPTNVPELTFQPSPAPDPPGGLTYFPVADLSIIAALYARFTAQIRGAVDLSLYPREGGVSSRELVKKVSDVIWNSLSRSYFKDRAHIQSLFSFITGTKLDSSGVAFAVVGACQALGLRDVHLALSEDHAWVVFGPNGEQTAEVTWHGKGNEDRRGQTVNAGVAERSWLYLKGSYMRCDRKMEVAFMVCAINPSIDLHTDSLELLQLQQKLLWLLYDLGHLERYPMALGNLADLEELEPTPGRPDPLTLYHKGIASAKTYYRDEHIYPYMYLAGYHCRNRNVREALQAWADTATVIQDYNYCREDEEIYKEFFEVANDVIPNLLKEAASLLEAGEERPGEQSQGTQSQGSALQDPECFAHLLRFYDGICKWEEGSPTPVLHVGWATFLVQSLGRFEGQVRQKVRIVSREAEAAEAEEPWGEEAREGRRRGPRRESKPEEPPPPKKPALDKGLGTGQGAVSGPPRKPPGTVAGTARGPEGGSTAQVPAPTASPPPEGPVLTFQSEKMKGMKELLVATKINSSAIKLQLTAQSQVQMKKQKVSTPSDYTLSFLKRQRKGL
GALK inh = blocks human galactokinase activity. P51570. Purified GALK, Kinase-Glo residual ATP luminescence. Potency, µM (doses to about 57.5 µM), for the others: at the highest dose activity change, negative = inhibition, hits mostly inhibitors. 0.007% of 270,000 active. AID 1868; also: potency is read from the fitted curve at half-maximal effect; % is scaled to controls: 0 for no effect and ±100 for the full control effect
Target sequence (P51570 whole entry, looked up): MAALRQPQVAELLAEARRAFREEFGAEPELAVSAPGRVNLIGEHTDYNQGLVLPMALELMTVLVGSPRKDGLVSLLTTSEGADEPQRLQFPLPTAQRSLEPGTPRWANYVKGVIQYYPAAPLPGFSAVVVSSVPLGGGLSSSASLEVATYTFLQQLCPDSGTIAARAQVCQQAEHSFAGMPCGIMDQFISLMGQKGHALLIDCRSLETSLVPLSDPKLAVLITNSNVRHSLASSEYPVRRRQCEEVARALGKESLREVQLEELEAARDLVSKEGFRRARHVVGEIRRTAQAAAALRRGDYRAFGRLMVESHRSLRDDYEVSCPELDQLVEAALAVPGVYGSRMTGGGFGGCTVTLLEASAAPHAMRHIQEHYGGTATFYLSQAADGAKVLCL
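Compounds were pin-transferred into ATP buffer (35 uM final), then GALK plus galactose (5 nM, 100 uM final) was added. After 1 h at room temperature, Kinase-Glo Plus was added and luminescence read after 10 min.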
MBNL1 CUG block = MBNL1-poly(CUG) RNA binding inhibition; Q9NR56; TR-FRET MBNL1-His/biotin-(CUG)12 binding, 665/545 ratio; Potency, µM (doses to about 57.5 µM), for inactives: at the highest dose activity change, negative = inhibition, usual class: inhibitors; 0.036% of 280,000 active; active = well fitted inhibition curve with a large enough effect in the signal ratio, with a control signal flat, not every such curve was filed as active; inconclusive = small, poorly fitted or top-dose-only effect, or effect the other way, or a change in a side signal; inactive = no such curve, though single readings can be large or run the other way; the % refers to the signal ratio; also: potency is read from the fitted curve at half-maximal effect; % is scaled to controls: 0 for no effect and ±100 for the full control effect
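MBNL1-His + Biotin-(CUG)12, cpd titration 92 nM–58 uM; Tb anti-His Ab 0.055 ng/ul, SA-XL665 5 nM (final); 60 min RT; ratiometric 665/545 nm, Ex 340 nm; normalized to buffer and full-complex controls.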
* marks the source's active call; other numbers are inactive results; ? = inconclusive; nt = not tested or not shown; & = joins results of further samples; [ ] = dose if it differs, or a comment. Unless noted, calls follow the shape of the dose curve; as a rule, active = well fitted curve in the direction sought with a large enough effect; inconclusive = small, poorly fitted or top-dose-only effect, or another doubt; inactive = no such curve, though single readings can be large; an effect the other way counts as inactive or inconclusive.

The opening 4 records, ahead of the listing:
SMILES	hERG WT inh	USP2a block	PKM2 activator	Eya2 phos inh	Mito fusion act	ASM inhibitor	TSHR antagonist	Chronic BCR inh	Menin MLL FP TR	GALK inh	MBNL1 CUG block
Cc1sc2ncn(CC(=O)NCC(=O)N(C)C3CCCCC3)c(=O)c2c1C	-4	-1%	2%	-10%	1%	2%	-1	-3%	5%	6%	2%
O=c1ccn(Cc2ccccc2)c2ccccc12	12	0%	0%	-4%	-2%	2%	-23	-3%	nt	-1%	-1%
NS(=O)(=O)c1ccc(CCNS(=O)(=O)c2ccc(Cl)s2)cc1	6	3%	nt	2%	nt	-1%	5	1%	nt	nt	nt
Cc1ccc(S(=O)(=O)N2CCOC2CNC(=O)C(=O)NCCCN2CCOCC2)cc1 (stereo unspecified)	?	2%	0%	-6%	0%	1%	4	4%	nt	-1%	-9%

Main list, from the start:
SMILES	hERG WT inh	USP2a block	PKM2 activator	Eya2 phos inh	Mito fusion act	ASM inhibitor	TSHR antagonist	Chronic BCR inh	Menin MLL FP TR	GALK inh	MBNL1 CUG block
Cc1sc2ncn(CC(=O)NCC(=O)N(C)C3CCCCC3)c(=O)c2c1C	-4	-1%	2%	-10%	1%	2%	-1	-3%	5%	6%	2%
O=c1ccn(Cc2ccccc2)c2ccccc12	12	0%	0%	-4%	-2%	2%	-23	-3%	nt	-1%	-1%
NS(=O)(=O)c1ccc(CCNS(=O)(=O)c2ccc(Cl)s2)cc1	6	3%	nt	2%	nt	-1%	5	1%	nt	nt	nt
Cc1ccc(S(=O)(=O)N2CCOC2CNC(=O)C(=O)NCCCN2CCOCC2)cc1 (stereo unspecified)	?	2%	0%	-6%	0%	1%	4	4%	nt	-1%	-9%
COc1ccc(CCNC(=O)c2n[nH]c3ccccc23)cc1	-3	-1%	15%	6%	-4%	-2%	5	?	15%	2%	0%
COc1ccc(C(=O)N2CCN(CC(=O)N3CCOCC3)CC2)cc1	-4	0%	-12%	-2%	2%	-8%	11	-2%	-4%&-9%	nt	-15%
O=C(NC1CC1)C1CCN(C2CCN(C(=O)c3c(F)cccc3Cl)CC2)CC1	2	5%	nt	14%	1%	18%	2	5%	3%	-8%	2%
COc1ccc(OC)c(CNC(=O)CCc2nc(-c3cccs3)no2)c1	-10	0%	2%	6%	3%	4%	4	1%	-4%	nt	10%
CCCCCCCN1CCC(=O)N(CCO)CC1	17	0%	0%	-9%	-3%	4%	3	-11%	-19%	nt	0%
CN(C)S(=O)(=O)c1cccc(NC(=O)COC(=O)c2cc3ccccc3oc2=O)c1	0	2%	3%	-10%	7%	0%	12	?	nt	-6%	?
COc1cnn(-c2ccc(F)cc2)c(=O)c1Br	16	3%	16%	2%	2%	1%	-12	1%	7%	4%	nt
Cn1cc(C(=O)O)c(-c2ccc3c(c2)OCCCO3)n1	-5	0%	-9%	1%	2%	4%	0	?	-3%	-2%	-2%
CC(C)n1nnnc1C(c1ccc(F)cc1)N1CCN(C2CCCC2)CC1 (stereo unspecified)	4	-1%	-8%	7%	1%	3%	9	-1%	7%	0%	5%
Cc1ccc2[nH]c(C(=O)N/N=C/c3ccc([N+](=O)[O-])cc3)c(C)c2c1	7	1%	nt	11%	3%	-2%	5	7%	47%[activator]	2%	9%
CS(=O)(=O)c1ccccc1C(=O)Nc1nc2ccccc2[nH]1	12	0%	-12%	-2%	-5%	5%	9	10%	nt	-2%	nt
CCOc1ccc(/C(O)=C2\C(=O)C(=O)N(c3cc(C)on3)C2c2ccccc2OC)cc1 (stereo unspecified)	-1	0%	1%	-1%	-6%	16%	11	14%	-12%	1%	?
COc1ccccc1C(=O)COC(=O)c1ccccc1O	-8	-1%	3%	-19%	4%	-1%	-5	-14%	2%	3%	3%
O=C(CN1CCN(c2ccccc2F)CC1)c1c[nH]c2ccccc12	3	0%	-3%	-6%	0%	-1%	-8	?	3%	3%	-2%
CC(C)c1ccc(NC2CCCN(C(=O)CCc3cn[nH]c3)C2)cc1 (stereo unspecified)	-5	2%	-5%	-1%	2%	-2%	-14	6%	nt	-1%	-1%
N/C(Cc1ccc([N+](=O)[O-])cc1)=N\OC(=O)c1ccc(Br)cc1	0	1%	-3%	11%	-34%[inhibitor]	-8%	-6	-11%	15%	1%	23%
Cc1ccc(C(=O)Nc2ccccc2Sc2ccccc2)cc1	-4	0%	-1%	2%	30%	6%	-14	-5%	1%	4%	?
Cc1nc2c(Br)c(C)nn2c2c1CCC2	-4	3%	4%	-7%	0%	-1%	1	0%	-5%	1%	-1%
Nc1nnc(SCc2nnc(-c3ccccc3)o2)s1	9	2%	-8%	4%	7%	6%	1	10%	-2%	3%	-6%
COc1cccc(NC(=O)CN(C)CC(=O)Nc2ccc(Cl)cc2[N+](=O)[O-])c1	-5	9%	3.2µM*	14%	-4%	-1%	-4	1%	6%	0%	?
Cc1cc(C)nc(N2CCN(c3ncnc4c3cnn4Cc3ccc(Cl)cc3Cl)CC2)n1	1	-2%	0%	-9%	0%	1%	-5	-1%	?	2%	-2%
COc1ccc(CNC(=O)CNS(=O)(=O)c2cccc(C#N)c2)cc1OC	-3	2%	nt	4%	5%	4%	8	1%	1%	-4%	3%
Cc1cc(Oc2cc(NN3CCCCC3)c([N+](=O)[O-])cc2[N+](=O)[O-])c(C(=O)c2ccccc2)cc1Cl	6	2%	-5%	-8%	-1%	-6%	-16	15%	7%	nt	19%
CCc1ccc(NC(=O)C2(c3ccccc3)CC2(Cl)Cl)cc1 (stereo unspecified)	8	-1%	-3%	1%	1%	-15%	-23	27%	24%	-3%	-1%
CC(=O)c1ccc(S(=O)(=O)N(C)CCCC(=O)NCc2ccc3c(c2)OCO3)cc1	15	0%	nt	22%	1%	-1%	9	5%	nt	nt	nt
C[C@H]1CN([C@@H](C)CO)C(=O)c2cc(NC(=O)NC3CCCCC3)ccc2O[C@H]1CN(C)C(=O)Nc1ccc(C(F)(F)F)cc1	-3	-18%	nt	-20%	nt	-3%	-12	-1%	nt	nt	nt
OC(COc1ccc2ccccc2c1)CN1CCOCC1 (stereo unspecified)	3&7	0%	-19%	-1%	0%	-1%&2%	-7	-8%	-2%	0%	-9%
Cn1nccc1C(=O)N1CCN(S(=O)(=O)c2ccc(Br)s2)CC1	-7	3%	-1%	11%	4%	1%	3	1%	nt	-1%	-6%
O=C(CSc1nnc(COc2ccccc2)o1)N1CCN(c2ccccc2)CC1	-8	-2%	0%	1%	-1%	-1%	-5	-1%	3%	-1%	1%
COCCN(CCOC)c1cc(C)c(C#N)c2nc3ccccc3n12	0	5%	0%	-3%	-1%	nt	9	?	24%	1%	-3%
COc1ccc(NC(=S)N(CCCN2CCOCC2)C(C)c2cc3ccccc3o2)cc1 (stereo unspecified)	-16	4%	3%	-3%	2%	4%	1	20%	15%	6%	-4%
CCOc1ccc(CSC(CC(=O)O)C(=O)O)cc1 (stereo unspecified)	1	0%	-2%	19%	-2%	3%	-8	5%	3%	-1%	5%
COc1cc(-c2cc(=O)c3c(O)c(OC)c(OC)cc3o2)cc(OC)c1O	-3	0%	3%	5%	?	-7%	-14	-17%	nt	-2%	?
CC(C)(C)OC(=O)[C@H](CCCCN)NC(=O)c1[nH]cnc1C(=O)N[C@@H](Cc1ccccc1)C(=O)OCc1ccccc1	-1	-1%	nt	-22%	nt	-11%	4	1%	nt	nt	nt
Cc1cc(C)nc(N(C#N)CC(=O)c2ccccc2)n1	-6	0%	5%	10%	8%	1%	7	-1%	-21%	-2%	1%

The list is partial; rates above refer to the full screens.
